# TexasRed fluor: counter-screen for TRb-SRC2 inhibitors: fluorescence interference; TRb/SRC2 Texas Red total fluorescence interference; Potency, µM (highest dose often 106 µM), without a hit: top-dose fluorescence change, negative = quenching; actives 0.29% (n = 280,000); AID 1479; active = well fitted curve in either direction with a large enough effect; inconclusive = small, poorly fitted or top-dose-only effect; also: potency is read from the fitted curve at half-maximal effect; % is scaled to controls: 0 for no effect and ±100 for the full control effect
#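 Flags fluorescent or light-absorbing compounds by total fluorescence, S + 2P, at 555 nm excitation and 632 nm emission. Mixture: 20 nM Texas Red SRC2 peptide, 0.6 uM human TRb LBD, 1 uM T3, 5% DMSO; compound exposure 5 h at ambient temperature.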
# Epigenetic derep: epigenetic control regulation, reporter derepression; murine LDR cells, GFP reporter derepression, 30 h; Potency, µM (highest dose often 53.9 µM), for the others: at the highest dose GFP activation, actives largely listed as activators; AID 1865; actives 0.2% (n = 280,000); also: potency is read from the fitted curve at half-maximal effect; % of control where 0% means no effect; nearly all actives have a fitted effect of over 60% in size
#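 In this reporter-derepression format, murine cells bearing a silenced integrated CMV-GFP locus incubate with test compound (30 h, 37 C), then are washed and imaged; fluorescent objects of 20–120 um count as induced cells.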
# CBFb-RUNX1 inh: CBF-beta/RUNX1 interaction disruption | AlphaScreen CBFb-His/RUNX1-biotin binding, biochemical | Potency, µM (doses to about 59.8 µM), without a hit: at the top dose activity, negative = inhibition, usual class: inhibitors | 230,000 tested, under 10 active | AID 1477; also: % of control where 0% means no effect
# Target sequence (Q01196 whole entry, looked up): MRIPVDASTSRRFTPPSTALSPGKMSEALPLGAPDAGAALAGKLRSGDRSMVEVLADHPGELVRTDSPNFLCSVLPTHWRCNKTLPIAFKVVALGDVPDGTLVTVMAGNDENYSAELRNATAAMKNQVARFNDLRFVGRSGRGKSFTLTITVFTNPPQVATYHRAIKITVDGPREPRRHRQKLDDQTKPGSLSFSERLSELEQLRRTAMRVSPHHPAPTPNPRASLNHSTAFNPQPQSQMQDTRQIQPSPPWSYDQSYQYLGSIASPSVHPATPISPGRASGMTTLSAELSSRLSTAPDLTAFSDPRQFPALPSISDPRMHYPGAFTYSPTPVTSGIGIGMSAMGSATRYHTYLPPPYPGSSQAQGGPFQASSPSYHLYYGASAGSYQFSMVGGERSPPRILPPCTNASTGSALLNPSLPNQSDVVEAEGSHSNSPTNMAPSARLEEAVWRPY
# Target sequence (Q13951 whole entry, looked up): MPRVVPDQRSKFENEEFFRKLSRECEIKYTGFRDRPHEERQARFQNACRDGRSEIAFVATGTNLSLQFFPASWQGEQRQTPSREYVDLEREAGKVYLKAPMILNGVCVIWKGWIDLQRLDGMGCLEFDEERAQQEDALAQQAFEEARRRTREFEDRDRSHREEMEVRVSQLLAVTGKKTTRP
#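 CBF-beta (His) and RUNX1 (biotin), 30 nM each; 20 min preassociation; + compound, 15 min; + beads 50 ng each (Ni, streptavidin), 90 min; RT; AlphaScreen read.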
# NPSR antag: neuropeptide S receptor (human) antagonism, cAMP; Q6W5P4; CHO-NPSR cells, cAMP TR-FRET, antagonist mode; Potency, µM (top dose mostly 38.3 µM), for the others: top-dose activity change, negative = inhibition, most hits filed as inhibitors; actives 1% (n = 220,000); AID 1461; also: potency is read from the fitted curve at half-maximal effect; % is scaled to controls: 0 for no effect and ±100 for the full control effect; nearly all actives have a fitted effect of over 50% in size; many of its hits are not listed in these tables
# Target sequence (Q6W5P4 whole entry, looked up): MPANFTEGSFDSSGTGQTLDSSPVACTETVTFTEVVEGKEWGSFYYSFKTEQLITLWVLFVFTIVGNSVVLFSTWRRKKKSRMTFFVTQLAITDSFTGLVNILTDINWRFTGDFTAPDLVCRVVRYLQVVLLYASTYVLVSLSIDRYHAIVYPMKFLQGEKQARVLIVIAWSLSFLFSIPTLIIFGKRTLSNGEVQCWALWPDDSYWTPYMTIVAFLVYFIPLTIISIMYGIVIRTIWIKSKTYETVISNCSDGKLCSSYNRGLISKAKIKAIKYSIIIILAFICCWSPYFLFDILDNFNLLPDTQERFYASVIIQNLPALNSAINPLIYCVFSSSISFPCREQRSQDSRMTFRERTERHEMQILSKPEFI
# aGal spleen mod: alpha-galactosidase A (human) modulation; P06280; human spleen homogenate, 4MU-alpha-Gal fluorescence, 40 min; Potency, µM (titrated, usually from 80 µM), inactives show at the highest dose activity change, negative = inhibition, usual class: inhibitors; actives 0.008% (n = 240,000);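 also: potency is read from the fitted curve at half-maximal effect; 0% = enzyme with vehicle and -100% = no enzyme basal signal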
#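 Fluorogenic readout (Ex 365/Em 440 nm) of 4-methylumbelliferone released from 1 mM 4-MU-alpha-galactoside by spleen homogenate, 40 min at 37C, pH 5.0. Data normalized to no-enzyme and enzyme controls; Hill-equation AC50 from compound titrations.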
# Tau fluor cs: counter-screen for tau fibril formation inhibitors | tau K18 P301L Alexa594 fluorescence, heparin fibrillization | Potency, µM (top dose mostly 57.7 µM), inactives show at the top dose activity change, negative = decrease | actives 0.93% (n = 280,000); also: potency is read from the fitted curve at half-maximal effect; % is scaled to controls: 0 for no effect and ±100 for the full control effect; nearly all actives have a fitted effect of over 55% in size
#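 Human K18 P301L tau (15 uM unlabeled plus 0.24 uM Alexa 594-labeled, final) in 100 mM sodium acetate pH 7 was mixed with compound and 20 uM heparin and incubated 6 hr at 37 C.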
# Tau fibril FP: tau fibrillization inhibition (FP) | actives 0.39% (n = 280,000) | K18 P301L tau heparin fibrillization, Alexa594 FP, 6 h | AID 1468 | Potency, µM (doses to about 57.7 µM), for inactives: at the top dose activity, negative = inhibition, most hits filed as inhibitors; also: potency is read from the fitted curve at half-maximal effect; % is scaled to controls: 0 for no effect and ±100 for the full control effect; nearly all actives have a fitted effect of over 55% in size
#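 Heparin (20 uM) drove fibril formation of recombinant tau K18 P301L, 15 uM unlabeled with 0.24 uM Alexa 594 label, for 6 hr at 37 C in 100 mM sodium acetate pH 7. Fluorescence polarization (555/632 nm) read 1 hr after 30 uM ThT.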
# TRb SRC2 PPI: inhibitors of human thyroid hormone receptor beta-SRC2 interaction | TRbeta-SRC2 peptide binding, fluorescence polarization; receptor liganded with 1 µM T3 | Potency, µM (top dose mostly 106 µM), inactives show top-dose activity change, negative = inhibition, actives largely listed as inhibitors | actives 0.065% (n = 280,000) | AID 1469;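 also: potency is read from the fitted curve at half-maximal effect; plate controls were bound peptide for no effect and peptide without receptor for full effect; nearly all actives have a fitted effect of over 50% in size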
#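 Compounds were added to 0.6 uM TRb ligand-binding domain and 20 nM Texas Red-labeled SRC2 peptide in Tris buffer containing 1 uM T3, incubated 5 hr at ambient temperature, then read by fluorescence polarization.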
# Active calls of the source: *; ? = inconclusive; · = no result given; & = joins results of further samples; [ ] = remark or other dose. Unless noted, calls follow the shape of the dose curve; as a rule, active = well fitted curve in the direction sought with a large enough effect; inconclusive = small, poorly fitted or top-dose-only effect, or another doubt; inactive = no such curve, though single readings can be large; an effect the other way counts as inactive or inconclusive.
no.	SMILES	TexasRed fluor	Epigenetic derep	CBFb-RUNX1 inh	NPSR antag
1	Cc1ccc(Cn2c(CNC(=O)Cc3cccc(C)c3)nc3cccnc32)cc1	0.3%	2.2%	·	·
2	CCOC(=O)N1CCC(N(CCOC)C(=O)Nc2ccc(Cl)c(Cl)c2)CC1	1.3%	-2.1%	10.2%	-24.2%[46.1 µM]
3	O=C(CN(CC1CCCO1)C(=O)CNS(=O)(=O)c1ccccc1)NCc1ccco1 (stereo unspecified)	0.5%	0.1%	-0.2%	-9.3%
4	Cc1ccc(-c2nnc(SCC(=O)N/N=C/c3c(C)nn(-c4ccccc4)c3C)n2-c2ccccc2)cc1	-5.9%	0.0%	2.2%	-24.5%
5	CCc1ccc(NC(=O)Cn2nnc(C(=O)NCc3cccs3)c2N)cc1	-1.5%	-1.3%	-6.7%	28.0%
6	CCOC(=O)N1CCC(N2CCN(Cc3ccc(C)o3)C(CCO)C2)CC1 (stereo unspecified)	-1.4%[53 µM]	2.1%	1.9%	-16.0%
7	CCCOc1ccc(C2c3c(-c4ccccc4O)n[nH]c3C(=O)N2Cc2cccnc2)cc1 (stereo unspecified)	-2.7%	0.9%	·	·
8	O=C(Cn1c(=O)nc(-c2ccccc2)c2cc(Cl)ccc21)NCc1ccccc1	-0.9%	5.2%	·	·
9	Cc1nc2c(=O)oc3ccccc3c2n1-c1ccccc1	3.1%	1.8%	2.3%	-17.2%[46.1 µM]
10	COc1ccc(C2CCCN2C(=O)Nc2ccccc2)cc1OC (stereo unspecified)	-2.2%	-2.7%	-3.2%	-5.8%[46.1 µM]
11	CNc1nnc(-c2cc3cc(Cl)ccc3oc2=O)s1	-0.7%	-2.6%	-3.8%	3.3%[46.1 µM]
12	O=C(O)CCC/C=C\C[C@@H]1[C@@H](/C=C/[C@@H](O)COc2cccc(C(F)(F)F)c2)[C@H](O)C[C@@H]1O	-1.0%&-3.1%	-1.1%	-9.0%	·

no.	aGal spleen mod	Tau fluor cs	Tau fibril FP	TRb SRC2 PPI
1	·	-11.6%	5.9%	-2.6%
2	-3.5%	-4.5%	-3.0%	-7.9%
3	7.0%	-6.6%	-9.8%	1.7%
4	1.6%	-14.4%	-5.6%	2.7%
5	1.9%	-4.1%	0.4%	1.7%
6	9.1%	-2.5%	-0.9%	-3.1%[53 µM]
7	·	?	-7.2%	1.8%
8	·	10.7%	-9.3%	-14.3%
9	2.1%	1.4%	4.4%	-2.2%
10	-2.9%	-3.8%	-2.7%	-8.6%
11	8.7%	-12.7%	11.5%	1.0%
12	5.9%	-10.2%	-1.3%	-6.6%&1.0%

# (further entries)
no.	SMILES	TexasRed fluor	Epigenetic derep	CBFb-RUNX1 inh	NPSR antag
13	COc1ccc(NC(=O)CSc2nccn2C2CCCC2)cc1OC	-2.4%	-1.3%	·	·
14	C#CCNC(=O)C1=C[C@H](C2CCCCC2)C[C@H](OCCCCO)O1	-1.1%	-1.3%	11.8%	-1.2%
15	Cc1ccc(-n2nnnc2-c2ccco2)cc1	-5.1%	5.8%	2.3%	-8.5%[46.1 µM]
16	CCCCCCC(=O)N(O)C1CC(=O)N(c2ccc(Cl)cc2)C1=O (stereo unspecified)	-5.9%	1.1%	-12.5%	-18.3%
17	Cc1cccc(CNC(=O)c2ccc(NC(=O)N3CCSc4ncccc43)cc2)c1	-1.8%	1.1%	·	·
18	COc1ccccc1NS(=O)(=O)c1cc(NC(=O)c2ccco2)ccc1N1CCOCC1	-5.1%	1.4%	-6.6%	-20.2%
19	Cc1nc(N2CCOCC2)c2c(C)c(C(=O)Nc3ccc(F)cc3Cl)sc2n1	0.3%	0.0%	0.9%	-27.8%
20	Cc1ccc(C)c(NNC(=O)C(=O)NNc2cc(C)ccc2C)c1	-1.1%	-1.4%	-1.1%	5.0%[7.67 µM]
21	COc1cc(OC)c(C2=Nc3ccc(Br)cc3C(c3ccccc3)N2CC(=O)NN)cc1OC (stereo unspecified)	-2.5%	-0.9%	-6.8%	-6.6%
22	COc1cccc(Nc2ccc(-n3ccnc3)nn2)c1	-1.0%	-1.2%	2.2%	3.9%
23	C=CCOc1ccc(/C=C2\C(=N)N3N=C(S(=O)(=O)CC)SC3=NC2=O)cc1OC	-0.4%	-2.4%	-3.4%	-30.5%
24	CCNC(=O)COC(=O)c1cc(-c2ccccc2)nn1-c1ccccc1	-3.7%	0.0%	5.4%	-8.5%

no.	aGal spleen mod	Tau fluor cs	Tau fibril FP	TRb SRC2 PPI
13	·	-6.7%	2.6%	1.0%
14	-4.2%	-0.5%	2.7%	0.6%
15	0.4%	2.8%	-0.4%	0.9%
16	1.1%	-10.1%	9.1%	-0.4%
17	·	-5.3%	-0.4%	-2.2%
18	-6.4%	-22.7%	-7.8%	-8.6%
19	-4.6%	-5.5%	-5.6%	-4.1%
20	-10.8%	-3.6%	-8.8%	-7.9%
21	0.3%	-5.0%	-4.4%	-12.4%
22	3.1%	-22.7%	7.1%	0.9%
23	2.6%	-4.0%	0.6%	-4.3%
24	-4.8%	-6.1%	3.5%	-7.0%

# Going on with the list.
no.	SMILES	TexasRed fluor	Epigenetic derep	CBFb-RUNX1 inh	NPSR antag
25	O=C(NCc1ccccc1)c1cnc2n(c1=O)CCS2	0.1%	-1.1%	1.7%	2.4%[46.1 µM]
26	C=CC1=C2C=C(C3CC3)N(Cc3ccccc3)C=C2C(=O)C(C)(OC(=O)c2ccco2)C1=O (stereo unspecified)	0.3%[11.2 µM]	·	-4.6%[13.1 µM]	·
27	Cc1ccccc1/C=C/C(=O)N1CCOCC1	-0.1%	-5.2%	4.7%	-35.9%
28	COc1ccc(-n2c(SCC(=O)Nc3ccc(Cl)c(C)c3)nc3n[nH]c(C)c3c2=N)cc1	-0.8%	3.8%	·	·
29	CSc1ccc(CCNC(=O)c2cnn(-c3ccccc3)c2-n2cccc2)cc1	2.1%	-3.2%	·	·
30	O=C(C1CCC1)N1CCc2cc(S(=O)(=O)NCc3ccccn3)ccc21	-4.2%	-0.5%	-6.6%	-17.6%[46.1 µM]
31	CCOC(=O)N1CCC(n2c(SCC(=O)NCCC3=CCCCC3)nc3ccccc3c2=O)CC1	-1.4%	-0.1%	-0.4%	?
32	COc1ccc(CNC(=O)c2coc(=O)c3ccccc23)c(OC)c1	0.6%	-1.9%	-3.3%	-1.3%
33	COc1ccc(Cl)cc1-c1nc(SCC(=O)NCCN2C(=O)CSC2=O)n[nH]1	2.6%	-2.0%	-0.6%	11.6%
34	O=C(Nc1ccccc1)C1=C[C@@H](c2coc3ccccc3c2=O)C[C@@H](OCc2ccc(CO)cc2)O1	-0.3%	-1.4%	2.2%	40.7%
35	CCCNc1ncccc1C(N)=O	-1.9%	0.7%	2.7%	-3.9%[46.1 µM]
36	Cc1csc(NC(=O)CSc2nnc(C)n2Cc2ccco2)n1	-3.1%	-1.0%	0.9%	5.8%[46.1 µM]

no.	aGal spleen mod	Tau fluor cs	Tau fibril FP	TRb SRC2 PPI
25	-1.0%	2.9%	-1.8%	-2.8%
26	-3.7%[17.5 µM]	-3.0%[11.6 µM]	5.9%[11.6 µM]	2.3%[11.2 µM]
27	-1.9%	-12.0%	-1.1%	0.9%
28	·	?	-10.0%	5.0%
29	·	-19.4%	-7.7%	-3.6%
30	0.5%	-11.4%	?	-3.8%
31	0.1%	-6.1%	3.3%	1.3%
32	4.7%	5.2%	-2.0%	6.9%
33	-0.6%	3.6%	2.4%	7.3%
34	-10.6%	-20.2%	11.8%	1.5%
35	13.3%	3.1%	-1.3%	1.9%
36	-7.8%	-3.6%	-3.1%	-10.8%

# Reprinted at random: two entries already listed.
no.	SMILES	TexasRed fluor	Epigenetic derep	CBFb-RUNX1 inh	NPSR antag
33	COc1ccc(Cl)cc1-c1nc(SCC(=O)NCCN2C(=O)CSC2=O)n[nH]1	2.6%	-2.0%	-0.6%	11.6%
31	CCOC(=O)N1CCC(n2c(SCC(=O)NCCC3=CCCCC3)nc3ccccc3c2=O)CC1	-1.4%	-0.1%	-0.4%	?

no.	aGal spleen mod	Tau fluor cs	Tau fibril FP	TRb SRC2 PPI
33	-0.6%	3.6%	2.4%	7.3%
31	0.1%	-6.1%	3.3%	1.3%

# The list goes on:
no.	SMILES	TexasRed fluor	Epigenetic derep	CBFb-RUNX1 inh	NPSR antag
37	Cc1ccc(-c2nc(C=Nc3ccccc3)c(O)o2)cc1	-2.3%	-3.5%	-7.1%	-0.1%
38	Cc1ccc(-c2nnc(Nc3ccc(Cl)c(Cl)c3)c3ccccc23)cc1S(=O)(=O)NCCO	?	-1.1%	·	·
39	CCOC(=O)/C(=N\Nc1ccccc1Cl)N1CC(C)OC(C)C1 (stereo unspecified)	-3.3%	-1.5%	5.4%	-18.2%
40	Cc1ccc(-n2ncc(C(=O)Nc3ccc4c(c3)OCO4)c2C2CCN(C(=O)OC(C)(C)C)CC2)cc1	1.3%	-1.3%	·	·
41	CCCNC(=O)Nc1nc(CC(=O)OCC)cs1	-1.9%	1.5%	5.4%	-11.6%
42	CCC(=O)N1CCc2cc(CNC(=O)C(CC)c3ccccc3)ccc21 (stereo unspecified)	-2.1%	0.0%	·	·
43	O=C(Cc1ccccc1)Nc1sc2c(c1C(=O)Nc1ccc(Br)cc1)CCCC2	2.3%	0.0%	·	·
44	Cc1cc(O)c(C(c2ccccc2)N2CCN(c3ccc(F)cc3)CC2)c(=O)n1Cc1ccco1 (stereo unspecified)	-0.7%	-2.7%	·	·
45	COc1ccc(CNc2nc(-c3cccnc3)nn2C(=O)CC(C)C)cc1	0.4%	-0.2%	4.0%	-40.1%

no.	aGal spleen mod	Tau fluor cs	Tau fibril FP	TRb SRC2 PPI
37	-7.9%	?	-1.3%	6.1%
38	·	?	?	-6.1%
39	9.7%	-13.5%	-3.3%	7.2%
40	·	12.6µM*[quencher]	-3.6%	1.8%
41	6.2%	0.7%	-0.4%	8.1%
42	·	-2.3%	-1.8%	-5.8%
43	·	-11.6%	-5.6%	-6.4%
44	·	-6.9%	-13.9%	-0.8%
45	7.0%	-17.6%	2.7%	3.7%

# Screening results from PubChem.

# These rows are one share of the data; count on the stated rates, not on these rows.
